Screens as filed in PubChem.
Hck-Nef inh = blocks Nef-activated human Hck kinase; P08631; Recombinant Hck-YEEI plus Nef, Z-Lyte FRET kinase assay; inhibition, % at 20 µM; hit rate 0.68% among 220,000; AID 463187;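 active = Hck-Nef kinase inhibition above about 50%, limit read from the data; inactive = inhibition below that limit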;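 also: 0% = DMSO with Hck plus Nef and 100% = Hck alone without Nef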
p97 ATPase inh = inhibitors of human p97 ATPase; P55072; recombinant p97 ATPase, Kinase-Glo ATP luminescence, 3 h; hit rate 0.42% among 220,000; inhibition, % at 8 µM; in the data active = inhibition above about 15%;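 also: 0% = DMSO vehicle and 100% = wells lacking enzyme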
Target sequence (P55072 whole entry, looked up): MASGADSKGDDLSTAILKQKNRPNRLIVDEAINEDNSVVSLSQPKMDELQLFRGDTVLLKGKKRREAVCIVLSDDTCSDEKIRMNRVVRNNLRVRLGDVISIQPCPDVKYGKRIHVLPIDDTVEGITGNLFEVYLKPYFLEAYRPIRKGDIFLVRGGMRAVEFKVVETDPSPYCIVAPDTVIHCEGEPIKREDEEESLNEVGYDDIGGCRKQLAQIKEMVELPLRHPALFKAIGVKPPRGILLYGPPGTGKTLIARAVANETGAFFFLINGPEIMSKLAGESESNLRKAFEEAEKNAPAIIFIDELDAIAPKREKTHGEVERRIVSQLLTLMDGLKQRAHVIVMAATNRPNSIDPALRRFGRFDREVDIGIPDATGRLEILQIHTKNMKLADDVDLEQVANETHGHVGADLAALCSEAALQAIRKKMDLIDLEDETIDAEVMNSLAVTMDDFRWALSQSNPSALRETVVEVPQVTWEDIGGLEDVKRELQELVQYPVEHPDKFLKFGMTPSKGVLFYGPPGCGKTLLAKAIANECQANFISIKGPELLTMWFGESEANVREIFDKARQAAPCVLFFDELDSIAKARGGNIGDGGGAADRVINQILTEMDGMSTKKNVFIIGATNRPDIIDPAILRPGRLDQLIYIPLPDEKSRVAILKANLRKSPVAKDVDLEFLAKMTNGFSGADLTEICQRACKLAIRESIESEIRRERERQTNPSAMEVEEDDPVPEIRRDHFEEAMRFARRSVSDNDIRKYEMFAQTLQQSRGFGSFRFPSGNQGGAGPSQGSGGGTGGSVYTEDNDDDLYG
RBBP9 inh = inhibitors of human serine hydrolase RBBP9; AID 1515; O75884; inhibition, % at 7.94 µM; recombinant RBBP9, FP-Rh probe fluorescence polarization; hit rate 0.2% among 220,000;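 active = inhibition above the campaign mean of all tested compounds plus 3 SD, cut at about 14% in these data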;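 also: plate controls were DMSO wells with RBBP9 for no effect and wells lacking RBBP9 protein for full effect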
Target sequence (O75884 whole entry, looked up): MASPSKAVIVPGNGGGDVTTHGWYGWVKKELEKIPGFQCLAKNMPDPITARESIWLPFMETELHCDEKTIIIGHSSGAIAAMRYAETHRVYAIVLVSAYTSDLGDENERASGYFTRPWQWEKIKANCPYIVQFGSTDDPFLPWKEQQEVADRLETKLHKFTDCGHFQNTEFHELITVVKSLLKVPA
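Measured by: FP readout at 525/598 nm; material: recombinant human RBBP9; also added: Serine-hydrolase probe FP-Rh, 375 nM pre-mixing; medium: Tris buffer pH 8.0, NaCl, Pluronic; replication: one well per compound; doses: one concentration, 7.94 µM nominal, 0.794% DMSO; timing: preincubation 30 min plus labeling 45 min at 25 °C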
NPY-Y1 PAM-ag = potentiators or agonists of human neuropeptide Y receptor Y1; P25929; NPY-Y1 expressing cells, potentiator/agonist activation; activation, % at 3.6 µM; hit rate 0.37% among 220,000; AID 1304; in the data active = activation above about 33%, passing the limit was not always enough;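 also: cells stimulated with NPY at EC10 then isoproterenol at EC100; 0% = low agonist plus stimulus and 100% = saturating agonist plus stimulus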
Runt-SMMHC FRET = inhibitors of human RUNX1 Runt domain binding to CBFb-SMMHC; Q01196+Q13951; Cerulean-Runt/Venus-CBFb-SMMHC FRET ratio 530/480, 1 h; inhibition, % at 20 µM; hit rate 0.74% among 220,000; AID 1434;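 active = mean inhibition across duplicate retests at 20 µM reaching about 50%, limit read from the data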;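 also: 0% = DMSO wells and 100% = wells with excess untagged CBFb-SMMHC; inhibitors lower the FRET ratio by blocking Runt binding to CBFb-SMMHC; some results filed as inactive read as strong as hits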
Runt-CBFb FRET = blocks binding of human RUNX1 Runt domain to CBFb; Q01196+Q13951; Cerulean-Runt/Venus-CBFb FRET ratio 530/480, 1 h; inhibition, % at 20 µM; hit rate 0.46% among 220,000; AID 1496;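 active = inhibition over about 50% at 20 µM in the single-dose screen, limit read from the data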;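 also: 0% = DMSO wells and 100% = excess unlabeled CBFb competitor control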
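Assay system: Cerulean-Runt domain fusion protein, energy donor; Signal: fluorescence energy transfer, 422 nm excitation, 530/480 nm emission; Timing: 1 h compound exposure, room temperature; Control set: unlabeled CBFb; Medium: Tris buffer pH 7.5 with salts and BSA; Compound: single test concentration of 20 µM, 1% DMSO final; Probe or stimulus: Venus-CBFb 100 nM.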
MDM2 E3 inh = Mdm2 E3 ligase (human) inhibition; Q00987; cell-based MDM2 ubiquitination luciferase reporter, 2 h; 0 = plate control, 100 = twice control, blank-subtracted; signal enhancement, % at 5 µM; hit rate 0.11% among 210,000; AID 1230;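 active = signal enhancement of 30% or more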;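 also: luminescence tracks abundance of the self-degrading MDM2-luciferase fusion protein; higher signal means inhibition of MDM2 E3 ligase activity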
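test system = mammalian cells stably expressing self-ubiquitinating, self-degrading MDM2 E3–luciferase fusion | quantity = 2000 cells/well | incubation = cell settling 4 h, compound treatment 2 h, both 37 °C | signal = luminescence with SteadyLite reagent, 15 min at room temperature | evaluation = % enhancement relative to plate controls after blank subtraction | benchmarks = plate controls and plate blanks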
NPY Y1 blocker = blocks the human neuropeptide Y Y1 receptor | P25929 | HEK293-CNG Y1 cells, membrane potential fluorescence; NPY at EC95, then isoproterenol | inhibition, % at 3.6 µM | hit rate 1% among 200,000 | AID 1040;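 active = inhibition above the campaign mean inhibition of all tested compounds plus 3 SD, cut at about 20% in these data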;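 also: 0% = DMSO wells given NPY plus isoproterenol and 100% = isoproterenol alone without NPY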
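Material: HEK293 Y1/CNG channel cell line | Also added: NPY (25 nM), isoproterenol (1 µM), Ro 20-1724 (25 µM) | Compound: One concentration, 3.6 µM, in 0.4% DMSO | Schedule: 3 h dye uptake, 1 h room-temperature compound, 45 min post-isoproterenol | Signal: Membrane-potential fluorescent dye readout | Read-out: % inhibition of NPY effect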
NPY2 pot ag = potentiates or activates human NPY-Y2 receptor | P49146 | cells expressing NPY-Y2, potentiator/agonist read-out | activation, % at 3.6 µM | hit rate 0.45% among 220,000; in the data active = activation above about 27%;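 also: cells stimulated with NPY near EC25 plus isoproterenol at EC100; 0% = vehicle plus submaximal agonist and 100% = vehicle plus saturating agonist; some results beyond the cut were filed as inactive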
An asterisk follows results filed as active; / = not tested or not shown.

Hck-Nef inh	p97 ATPase inh	RBBP9 inh	NPY-Y1 PAM-ag	Runt-SMMHC FRET	Runt-CBFb FRET	MDM2 E3 inh	NPY Y1 blocker	NPY2 pot ag	Molecule
0.0	-3.6	0.8	21.9	-4.6	1.4	-10.4	-3.0	-2.1	CCOC(=O)C1CCN(S(=O)(=O)c2cccc(-c3csc(C)n3)c2)CC1
0.8	-4.1	-8.0	-6.5	0.3	-3.1	-6.2	-1.3	-9.4	CCOc1ccc(C2CC(c3ccc(CC)cc3)n3nc(N)nc3N2)cc1 (configuration not stated)
2.2	0.1	-9.7	8.1	1.8	0.0	-14.6	-3.2	5.2	CCCS(=O)(=O)Nc1cc(C(F)(F)F)ccc1OCCOC
4.6	1.2	-15.9	27.6	-2.3	1.1	-6.2	/	8.5	Cc1oc2c(CN3CCOCC3)c(O)ccc2c(=O)c1-c1ccc(Cl)cc1
3.3	0.0	4.0	10.0	-0.4	-2.1	-9.4	1.7	-1.8	COc1ccc(C)cc1NC(=O)NCc1ccco1
18.9	1.4	-6.3	1.5	-0.9	2.6	-42.5	/	16.5	CC(C)C(=O)Nc1nc2cc3c(cc2s1)OCCO3
0.1	-1.1	-8.4	8.4	4.5	0.4	/	2.6	5.7	CC(C)Oc1nnnn1-c1ccccc1
24.9	1.1	0.3	19.3	-4.9	0.0	-5.3	-2.2	10.5	CCCN(Cc1ccccc1)C(=S)Nc1ccc(F)cc1
14.2	-3.1	-3.9	-3.6	2.7	-1.8	-8.8	-7.0	-19.8	Cc1ccc(-c2noc(CN(C(=O)c3cccs3)C(C)C)n2)cc1
0.7	-1.3	-5.7	-0.5	-0.5	1.3	-14.8	-1.6	-20.6	Cc1ccc(S(=O)(=O)NCC(C)NS(C)(=O)=O)cc1 (configuration not stated)
17.2	7.0	-0.2	8.5	3.2	-1.1	-7.6	6.7	-6.2	COc1cccc(CNC(=O)CCC2CCCN(C(=O)CCn3cncn3)C2)c1 (configuration not stated)
4.0	3.6	-5.7	17.2	-2.2	-1.4	-13.6	9.1	-22.3	O=C(CN(Cc1ccco1)C(=O)Cn1nnc(-c2cccs2)n1)NCc1ccccc1
10.0	3.6	-7.2	6.1	-0.9	-2.4	4.1	/	1.7	COc1ccc(-c2cc(C(=O)Nc3ccc(S(=O)(=O)Nc4ncccn4)cc3)c3ccccc3n2)cc1
-6.6	-4.4	-6.8	9.2	1.4	-1.2	-3.3	1.6	-14.6	COC(=O)CSc1nnc(Cc2ccccc2)n1-c1ccc(C)cc1
0.9	3.7	-6.6	-13.2	0.4	0.1	-3.3	-3.1	6.4	COc1ccccc1NS(=O)(=O)c1ccc(NC(=O)c2nc3ncccn3n2)cc1
11.4	5.7	-8.4	-10.6	7.6	-0.3	-15.4	17.9	-9.6	Cc1cc(C)nc(/N=C(\N)Nc2ccc(-c3ccccc3)cc2)n1

A different layout for part of the listing above.
| smiles | Hck-Nef inh | p97 ATPase inh | RBBP9 inh | NPY-Y1 PAM-ag | Runt-SMMHC FRET | Runt-CBFb FRET | MDM2 E3 inh | NPY Y1 blocker | NPY2 pot ag |
| --- | --- | --- | --- | --- | --- | --- | --- | --- | --- |
| COC(=O)CSc1nnc(Cc2ccccc2)n1-c1ccc(C)cc1 | -6.6 | -4.4 | -6.8 | 9.2 | 1.4 | -1.2 | -3.3 | 1.6 | -14.6 |
| Cc1ccc(-c2noc(CN(C(=O)c3cccs3)C(C)C)n2)cc1 | 14.2 | -3.1 | -3.9 | -3.6 | 2.7 | -1.8 | -8.8 | -7.0 | -19.8 |
| O=C(CN(Cc1ccco1)C(=O)Cn1nnc(-c2cccs2)n1)NCc1ccccc1 | 4.0 | 3.6 | -5.7 | 17.2 | -2.2 | -1.4 | -13.6 | 9.1 | -22.3 |

Next section:
Hck-Nef inh	p97 ATPase inh	RBBP9 inh	NPY-Y1 PAM-ag	Runt-SMMHC FRET	Runt-CBFb FRET	MDM2 E3 inh	NPY Y1 blocker	NPY2 pot ag	Molecule
-6.1	0.2	2.6	-10.5	-3.7	-1.3	-13.1	-0.2	-0.9	CC(=O)Oc1ccccc1-c1nc(C)nc(N(C)C(C)=O)n1
2.9	-6.6	-11.2	23.9	-2.7	1.2	0.5	/	9.5	COc1cccc(N2C(=O)C3C(C2=O)C3(c2ccccc2)c2ccccc2)c1 (configuration not stated)
-11.0	3.6	-4.1	14.0	6.2	4.0	-14.6	/	-0.6	COc1cccc(/C=N/NC(=O)c2ccc3nc[nH]c3c2)c1O
0.1	-7.9	-3.0	3.5	-3.8	0.1	1.2	-3.8	1.6	Cc1cc(NC(=O)C2CCN(S(=O)(=O)c3cccs3)CC2)no1
15.0	0.2	-8.6	-1.8	14.9	12.0	-12.4	2.1	-1.0	CC1=C(C(=O)N2CCOCC2)C(c2ccc(-c3ccccc3)cc2)NC(=S)N1 (configuration not stated)
-0.8	13.8	1.6	-1.0	-0.7	-1.4	5.1	-1.6	10.6	COc1ccc(N2CCN(C(=O)CSc3nnc(CNc4ccccc4)o3)CC2)cc1
1.8	3.1	-5.8	0.1	1.7	-0.2	1.5	1.0	4.0	O=C(COc1cccc2cccnc12)N1CCc2ccccc2C1
-1.2	-1.1	1.6	-7.5	-1.1	0.9	-2.4	-0.9	-10.9	Cc1cnc(C(=O)Nc2ccc(F)cc2)cn1
23.6	-3.4	-7.1	7.8	2.4	1.6	-3.2	-0.2	-0.2	Clc1cccc(NCc2cn3cccnc3n2)c1
0.6	1.7	-8.0	-8.0	-2.9	-2.1	0.6	-1.9	12.8	COc1ccc(NC(=O)Nc2nnc(C(C)C)s2)cc1
-25.7	-0.6	-8.0	17.1	9.2	5.7	-12.5	-2.9	0.0	CC(=O)c1sc(Nc2nc3cc4c(cc3s2)OCO4)nc1C
18.6	-11.0	-1.1	11.8	-1.2	0.0	-38.7	2.4	14.9	COc1ccc(/C=N/Nc2nccnc2Cl)c(OC)c1
-4.2	4.7	-5.2	7.5	-5.4	-0.3	-13.6	4.0	-5.1	Cc1cc(C)n(C(=O)CSc2nc3ccccc3o2)n1
19.2	1.2	7.6	3.2	1.7	0.8	5.6	-1.6	-16.0	Cc1ccccc1NC(=S)N1CCC(NC(=O)c2ccco2)CC1
5.3	4.9	-3.9	13.6	-6.0	-1.3	-9.0	/	7.5	Cc1ccc(S(=O)(=O)N2CCCCC2)cc1NC(=O)CNCc1ccco1
9.3	-0.7	-1.4	20.6	-5.0	1.1	2.5	/	-0.2	O=C(O)c1cccc2c(-c3ccccc3)c(-c3ccccc3)[nH]c12
66.2*	4.8	-7.0	-18.8	-38.0	-24.8	2.0	3.4	6.8	CCOC(=O)c1c(NC(=O)c2cc(-c3ccc(Cl)s3)nc3ccccc23)sc(C(N)=O)c1C
-16.6	3.6	-12.5	12.1	-4.3	-2.7	9.3	11.1	-7.0	O=C(OCc1cccc2ccccc12)C1CC(=O)N(c2ccccc2)C1 (configuration not stated)
-0.6	-1.7	-7.8	-26.3	2.3	-2.6	-1.2	3.2	-3.3	Cc1nc(OCc2ccccc2)c2sc3nc4c(cc3c2n1)COC(C)(C)C4
3.6	4.1	-7.3	2.3	-4.6	-2.5	-18.9	3.8	-1.0	CC1(C)CC(=O)C(C=NCCC2=CCCCC2)=C(O)C1
17.1	2.6	4.5	2.9	0.7	-0.6	-25.7	-1.7	-7.3	Cc1cc(=O)oc(C)c1C(=O)NC1CCCCCCC1
-3.5	0.5	-3.6	1.7	-3.6	-2.8	-2.5	3.7	-16.2	CSc1nc(NC(C)C)nc(N2CCOCC2)n1
0.5	3.8	-2.5	2.3	3.4	-0.6	-7.7	7.6	-12.2	Oc1c(Cl)cc(Cl)cc1C(C#Cc1ccccc1)N1CCOCC1 (configuration not stated)
-8.6	5.8	-15.6	-18.8	-0.5	-0.9	/	0.8	7.4	Cc1cccc(NC(=O)Cn2c(=O)n(CCc3c[nH]c4ccccc34)c(=O)c3cccnc32)c1
24.1	2.2	-1.5	3.3	-5.8	2.6	3.3	0.6	-18.4	CCOc1cc(CN2CCN(Cc3ccc(C)o3)C(CCO)C2)ccc1OC (configuration not stated)
9.9	7.5	-1.0	-7.8	2.2	-0.7	-9.7	-0.6	3.6	CCOc1ccc2nc(NC(=O)C(CC)Sc3nc(C)cc(=O)[nH]3)sc2c1 (configuration not stated)
1.4	-2.7	-8.8	-41.2	11.4	0.8	-12.1	10.9	-14.0	Cc1ccc(CSCC(=O)Nc2ccc3c(c2)OCO3)cc1
16.9	5.1	-3.6	13.9	-1.7	0.7	-10.9	9.4	-3.4	CCN(CC)CCCNC(=O)CSc1nc(C)cc(C)n1
-3.4	-5.1	-10.3	-14.0	-4.3	-3.1	-2.6	2.3	-1.9	O=C(Cn1nnc(-c2ccccc2NC(=O)c2ccco2)n1)Nc1ccccc1
-0.3	0.5	-7.0	5.3	2.5	2.8	-21.6	4.2	-5.6	O=C(O)CCn1[nH]c(=O)ccc1=O
-5.0	-2.6	-12.1	-2.6	4.3	1.6	-4.5	/	-13.7	Cc1ccc(NNC(=O)c2cc(C(C)(C)C)nn2Cc2ccccc2)cc1
18.4	1.1	-9.6	3.4	1.2	-1.7	-1.3	-1.4	8.4	CCCCNC(=O)N(C)c1nc2ccccc2s1
3.8	-2.6	1.6	0.1	0.1	-2.3	-10.1	8.2	-13.5	COc1ccc(CCNC(=O)CN2CCN(c3cccc(C(F)(F)F)c3)CC2)cc1
14.7	6.4	3.9	16.3	1.7	1.3	5.0	3.8	1.2	C/C(CC(=O)Nc1ccc(C)cc1C)=N\NC(=O)C(C)C
-3.6	-5.0	-10.7	7.2	3.6	-1.7	-21.1	-1.3	-3.1	CCOC(=O)c1cccc(NC(=O)c2cncc(Br)c2)c1
29.4	1.5	-1.5	17.0	31.5	36.7	/	/	1.8	CC(C)(C)C(=O)OCc1nc(-c2ccc(O)c(O)c2)cs1
-9.7	1.0	-3.8	2.1	0.5	3.5	6.0	1.0	1.1	Cc1cc(C(=O)CSc2nnnn2-c2ccccc2)c(C)n1CCc1ccccc1
6.6	-0.8	6.8	3.1	0.9	-0.6	9.2	-4.4	13.1	CC1=C(C#N)C(C(F)(F)F)(C(F)(F)F)N=C(c2ccco2)N1
-45.0	0.8	1.1	6.0	1.1	-0.4	-14.6	/	7.4	Cc1nn(-c2ccc(F)cc2F)c(=O)c2noc(C)c12
5.0	2.1	-6.9	-25.0	-0.5	-2.2	7.8	6.0	-3.3	COc1ccc(C2CC(=O)C=C(NC3CCCC3)C2)cc1 (configuration not stated)
